Screening data (PubChem BioAssay)
sgs1 mgt1: NCI yeast anticancer drug screen, S. cerevisiae sgs1 mgt1 strain; % growth inhibition at 50 µM; actives 10% (n = 78,000);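 also: 0% = growth of vehicle-only cultures of the same strain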
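Test agents were incubated with a DNA-repair-mutant yeast strain. Growth was then read and compared against vehicle-treated controls.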
rad50: NCI yeast anticancer drug screen, S. cerevisiae rad50 strain; % growth inhibition at 50 µM; actives 10% (n = 79,000); AID 155;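 also: 0% = growth of vehicle-only cultures of the same strain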
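Inhibition values express reduced yeast growth in compound-treated cultures relative to vehicle-treated controls.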
cln2 rad14: NCI yeast anticancer drug screen, S. cerevisiae cln2 rad14 strain; growth inhibition, % at 50 µM; actives 8.3% (n = 78,000); AID 165;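 also: 0% = growth of vehicle-only cultures of the same strain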
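Readout is yeast growth inhibition versus vehicle-treated controls, using a strain with cln2 and rad14 alterations exposed to compound.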
mec2-1: NCI yeast anticancer drug screen, S. cerevisiae mec2-1 strain | actives 9% (n = 79,000) | % growth inhibition at 50 µM;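 also: 0% = growth of vehicle-only cultures of the same strain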
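Each compound was tested on mec2-1 yeast, a strain altered in DNA damage repair or cell cycle control. Growth inhibition is reported relative to vehicle.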
yeast bub3: NCI yeast anticancer drug screen, S. cerevisiae bub3 mutant strain; % growth inhibition at 50 µM; actives 9.9% (n = 78,000);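 also: 0% = growth of vehicle-only cultures of the same strain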
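Growth of a checkpoint-deficient yeast mutant is measured after compound exposure. Values represent inhibition relative to vehicle.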
mlh1 rad18: NCI yeast anticancer drug screen, S. cerevisiae mlh1 rad18 strain. % growth inhibition at 50 µM. actives 11% (n = 79,000);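 also: 0% = growth of vehicle-only cultures of the same strain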
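Vehicle-treated cultures served as the reference for growth inhibition in a yeast strain carrying DNA damage repair alterations exposed to each compound.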
Starred values were filed as active, the others as inactive; & = joins results of further samples. Rule as the data show it: active = growth inhibition above about 70%; inactive = the rest. Only part of the results is shown; the hit share may differ from the screen's.

#1 CCNc1ncc2ccccc2c1-c1ccc(N2CCN(CCCl)CC2)cc1
#2 Cc1nnc2cc3ccccc3cn12
#3 NC(=O)NNC(=O)C(Cl)(Cl)Cl
#4 CCCCCCCCCCCCCCCC[As](CCCCCCCCCCCCCCCC)SC1OC(COC(C)=O)C(OC(C)=O)C(OC(C)=O)C1OC(C)=O (configuration not stated)
#5 NC(Cc1ccc(N(CCCl)CCCl)cc1)C(=O)O (configuration not stated)
#6 CC1=NN(c2cccc(S(=O)(=O)O)c2)C(=O)C1N=Nc1cc(Cl)cc(S(=O)(=O)O)c1O.O.[Cr] (configuration not stated)
compound no.	1	2	3	4	5	6
sgs1 mgt1	99*	26	6	20	23	3
rad50	98*	21	0	7	14	-19
cln2 rad14	94*	9	-63	-5	2	-1
mec2-1	74*	9	-9	4	-6	-25
yeast bub3	97*	22	-5	2	7	8
mlh1 rad18	98*	18	-14	4	-27	9

#7 C/C=C(\C)C(=O)OC1CC(C)(C)CC2C3=CCC4C5(C)CCC(=O)C(C)(C)C5CCC4(C)C3(C)CCC12C(=O)O (configuration not stated) (tested in a mixture with another compound)
#8 Cc1ccc(N)cc1
#9 Cc1cc(CCl)c(O)c(CCl)c1
#10 CC1=[N+](CCS(C)(=O)=O)C(C)CCC1 (configuration not stated)
#11 CC(C)N(N=O)C(C)C
#12 ClCCN(CCCl)CCN1c2ccccc2Sc2ccc3ccccc3c21
compound no.	7	8	9	10	11	12
sgs1 mgt1	89*	-7	-5	-6	7	96*
rad50	86*	2	-22	12	14	80*
cln2 rad14	88*	-1	-50	1	2	71*
mec2-1	85*	-3	0	0	-5	40
yeast bub3	86*	9	-19	7	1	41
mlh1 rad18	84*	1	22	-12	16	84*

#13 [CH3][Sn]([Br])([Br])[CH2]CCCBr
#14 NCCN.NCCN.O=C([O-])C(=O)[O-].[Cl-].[Co+3]
#15 CC1=CC2OC3CC4OC(=O)/C=C/C=C/C(=O)OCC/C(C)=C/C(=O)OCC2(CC1O)C4(C)C31CO1 (configuration not stated)
#16 CN(Cc1cnc2nc(N)nc(N)c2n1)c1ccc(C(=O)NC(CCC(=O)NCC(P(=O)(O)O)P(=O)(O)O)C(=O)O)cc1 (configuration not stated)
#17 O=C(C1CC2CCN1CC2)N1CCN(C(=O)C2CC3CCN2CC3)CC1 (configuration not stated)
#18 O=C(N/N=C/c1ccc(F)cc1)c1ccc(N(CCCl)CCCl)cc1
compound no.	13	14	15	16	17	18
sgs1 mgt1	73*	-32	93*	-29	6	57
rad50	90*	-22	92*	-13	-31	39
cln2 rad14	86*	0	92*	-28	23	25
mec2-1	93*	-17	94*	-28	-5	18
yeast bub3	91*	-25	92*	-16	2	28
mlh1 rad18	85*	-30	91*	-20	2	59

#19 CCS(=O)(=O)CCN1C(=O)CN=C(c2ccccc2F)c2cc(Cl)ccc21
#20 CCN(CCCl)CCCCNc1c2ccccc2nc2ccc(OC)cc12
#21 CC(C)(C)NCC(COc1ccc([N+](=O)[O-])cc1)OP(c1ccccc1)c1ccccc1 (configuration not stated)
#22 O=C(CCN1CCCC1)CC(c1ccccc1)c1c(O)c2ccccc2oc1=O (configuration not stated)
#23 CC(C)c1ccc(C(O)(C(=O)O)c2ccc(C(C)C)cc2)cc1
#24 NC(=O)C(c1ccccc1)c1ccc(N(CCCl)CCCl)cc1 (configuration not stated)
compound no.	19	20	21	22	23	24
sgs1 mgt1	21	72*	2	57	25	19
rad50	28	86*	16	41	6	18
cln2 rad14	12	78*	24	43	64	-6
mec2-1	6	74*	6	36	20	18
yeast bub3	-1	61	15	44	10	11
mlh1 rad18	16	70	21	36	36	-10

#25 CC(=O)Cc1c[nH]c2ccccc12
#26 CC(C)c1ccc(C(c2c(O)c3ccccc3oc2=O)c2c(O)c3ccccc3oc2=O)cc1
#27 O=[N+]([O-])c1cc(S(=O)(=O)O)cc([N+](=O)[O-])c1Cl
#28 COC(=O)/C=C/N1CC1
#29 COS(=O)(=O)c1ccccc1
#30 COc1cc(C2CNCc3cc(OC)c(O)cc32)ccc1O (configuration not stated)
compound no.	25	26	27	28	29	30
sgs1 mgt1	-9	99*	3	4	12	-11
rad50	-25	98*	8	22	-2	0
cln2 rad14	-2	99*	51	10	-17	-18
mec2-1	-41	98*	7	3	-2	-7
yeast bub3	-28	99*	-17	-3	-5	-10
mlh1 rad18	-25	98*	25	5	10	1

Values in list order from the entries so far:
yeast bub3 for entries 25 to 30, in order: -28, 99*, -17, -3, -5, -10
rad50 for entries 25 to 30, in order: -25, 98*, 8, 22, -2, 0

Other entries follow:
#31 O=C(NCC(O)CO)c1cc([N+](=O)[O-])c(N(CCCl)CCCl)cc1[N+](=O)[O-] (configuration not stated)
#32 C/C=C/C=C\C=C/C(O)CC(OP(=O)(O)O)C(C)(O)/C=C/C1CC=CC(=O)O1 (configuration not stated)
#33 CNC(=O)Oc1ccc[nH]c1=O
#34 O=C(Nc1cc(S(=O)(=O)F)ccc1Cl)c1ccc2ccccc2c1O
#35 O=[N+]([O-])c1cccc(/C=C/C=C/c2ccc(Cl)c(S(=O)(=O)F)c2)c1
#36 COc1ccc(CCN)cc1OC
compound no.	31	32	33	34	35	36
sgs1 mgt1	-17	-20	6	28	-40	23
rad50	-21	-10	-5	12	8	37
cln2 rad14	-8	9	-3	-2	6	-82
mec2-1	-7	-52	-15	3	14	10
yeast bub3	-26	-3	0	-7	9	-5
mlh1 rad18	-17	-44	-55	14	-7	-24

#37 C[CH2][Sn]1([CH2]C)[O]C(=O)[O][Sn]([CH2]C)([CH2]C)[O]1
#38 CC(C)N(C(=O)SCC(Cl)=C(Cl)Cl)C(C)C
#39 O=C(Cc1ccccc1)OCC1CCCO1 (configuration not stated)
#40 O=C(NC(c1ccccc1)(c1ccccc1)c1ccccc1)N(CCCl)CCCl
#41 C/C(=N\NC(N)=O)C(CN(C)C)C(c1ccccc1)c1c(O)c2ccccc2oc1=O (configuration not stated)
#42 [Hg][c]1ccccc1
compound no.	37	38	39	40	41	42
sgs1 mgt1	-30	0	-3	13	16	100*
rad50	-30	-3	18	6	16	100*
cln2 rad14	-5	-3	-26	5	5	98*
mec2-1	1	-16	-7	21	21	100*
yeast bub3	-6	-12	-18	39	10	100*
mlh1 rad18	-53	30	10	-8	8	99*

#43 CN(C)P(=O)(N(C)C)N1CCCCCC1
#44 CCCCCOP(N)(=O)OCCCCC
#45 CC(=O)[O-].CC(=O)[O-].[Mn+2].c1ccc(/C(=N\Nc2ccccn2)c2ccccn2)cc1
#46 CN1CN(c2ccccc2)C2(CCN(CCCC(=O)c3cccs3)CC2)C1=O
#47 C[n+]1cc2cc3c(cc2c2ccc4cc5c(cc4c21)OCO5)OCO3
#48 ClC12OOC(c3ccccc3)(O1)C(c1ccccc1)c1ccccc12 (configuration not stated)
compound no.	43	44	45	46	47	48
sgs1 mgt1	0	-8	91*	2	21	35
rad50	-8	6	88*	12	20	14
cln2 rad14	-18	2	84*	21	26	52
mec2-1	-22	-28	92*	-2	4	24
yeast bub3	3	15	89*	23	34	11
mlh1 rad18	-11	-14	89*	12	24	44

Three compounds from above, arranged by molar mass, descending.
#45 CC(=O)[O-].CC(=O)[O-].[Mn+2].c1ccc(/C(=N\Nc2ccccn2)c2ccccn2)cc1
#44 CCCCCOP(N)(=O)OCCCCC
#43 CN(C)P(=O)(N(C)C)N1CCCCCC1
compound no.	45	44	43
sgs1 mgt1	91*	-8	0
rad50	88*	6	-8
cln2 rad14	84*	2	-18
mec2-1	92*	-28	-22
yeast bub3	89*	15	3
mlh1 rad18	89*	-14	-11

Next section:
#49 O=P(O)(O)SP(=O)(O)O.[Co]
#50 O=C(NNC(=O)C(Cl)Cl)C(Cl)Cl
#51 CC1([N+](=O)[O-])COP(=O)(NCc2ccccc2)OC1 (configuration not stated)
#52 N#C[S-].[La+3].c1ccc(-c2ccccn2)nc1.c1ccc(-c2ccccn2)nc1.c1ccc(-c2ccccn2)nc1
#53 COc1ccc2c(c1O)-c1cc(O)cc3c1C(C2)NCC3 (configuration not stated)
#54 CCCCCCNC(=O)C(C)Br (configuration not stated)
compound no.	49	50	51	52	53	54
sgs1 mgt1	11	0	-9	93*	-12	-1
rad50	22	-12	12	92*	14	-7
cln2 rad14	-9	-2	-5	92*	7	-12
mec2-1	7	-23	-21	94*	22	5
yeast bub3	-13	-14	6	92*	9	10
mlh1 rad18	14	-13	2	91*	31	2

#55 O=C([O-])CC(=O)[O-].O=C([O-])CC(=O)[O-].[K+].[Pd+2]
#56 Cn1c(O)c(C(=O)NC2CCCCC2)c(=O)n(C)c1=S
#57 CCCC(OP(=S)(OCC)OCC)c1ccc(Cl)cc1 (configuration not stated)
#58 CCOC(=O)/C(=C\c1ccc(F)cc1)[Se]c1ccccc1
#59 CCCCCCCCCCCC#N
#60 O=C(CCl)NC1CCCCC1
compound no.	55	56	57	58	59	60
sgs1 mgt1	28	19	3	45	8	7
rad50	14	-6	-22	54	-24	10
cln2 rad14	27	28	-32	33	-22	-4
mec2-1	19	12	-2	-4	8	-8
yeast bub3	12	8	39	16	0	11
mlh1 rad18	16	13	-1	10	8	-6

#61 COc1cccc(/C=N/[N-]C(=O)c2ccncc2)c1[O-].[Mn+2].[OH3+]
#62 CCC(=O)OC1(c2ccccc2)CCN(CCC(O)c2ccccc2)CC1C (configuration not stated)
#63 Cc1ccc2c(c1)C(=S)N1CSCC1c1nncn1-2 (configuration not stated)
#64 O=P1(N2CCOCC2)OC(c2ccccc2)=CCN1c1ccccc1 (configuration not stated)
#65 N#Cc1ccc([N+](=O)[O-])cc1
#66 C/C=C(\CC)C1(CCC)C(=O)NC(=O)N(C)C1=O (configuration not stated)
compound no.	61	62	63	64	65	66
sgs1 mgt1	7	1	29	25	2	1
rad50	9	-15	31	0	-1	3
cln2 rad14	10	-35	21	39	1	-34
mec2-1	12	-1	30	47	9	8
yeast bub3	5	1	13	10	-44	-8
mlh1 rad18	21	6	36	-3	-44	7

#67 Cc1ccc(CC2NC2c2ccccc2)cc1 (configuration not stated)
#68 CC(C)c1cc2c(c(O)c1O)[C@@]1(C(=O)O)CCCC(C)(C)[C@@H]1CC2
#69 c1ccc(C2CO2)cc1 (configuration not stated)
#70 CC1(C)N=C(N)N=C(N)N1c1ccc(CCCCc2cc(Cl)ccc2S(=O)(=O)F)c(Cl)c1
#71 CC(C)(C)N[P+](C)(NC(C)(C)C)c1ccccc1
#72 CCOP(=O)(OCC)C(CC)[N+](=O)[O-] (configuration not stated)
compound no.	67	68	69	70	71	72
sgs1 mgt1	-13	93*	15&-19	100*	3	-8
rad50	20	92*	3&1	99*	-7	-48
cln2 rad14	-48	92*	-6&-24	98*	-34	-1
mec2-1	-12	94*	-2&-12	100*	-4	-35
yeast bub3	10	92*	-12&1	98*	-3	-15
mlh1 rad18	9	92*	-8&37	100*	13	2

#73 CCOC(=O)/C(=C\c1ccc(Br)cc1)[Se]c1ccccc1
#74 CN1C(=O)C2C(NCN2C)N(C)C1=O (configuration not stated)
#75 CC1OCC(C[N+](C)(C)C)O1 (configuration not stated)
#76 CN(C)CCNC(=O)c1cccc(COC(=O)Nc2ccc(N(CCCl)CCCl)cc2)c1[N+](=O)[O-]
#77 CC[PH+](CC)CC[S-].CC[PH+](CC)CC[S-].[Au+].[Au+]
#78 CC[C@@H]1CN2CCc3c([nH]c4ccccc34)[C@@H]2C[C@@H]1/C(=C\OC)C(=O)OC
compound no.	73	74	75	76	77	78
sgs1 mgt1	64	6	-5	1	11	-10
rad50	46	11	1	-4	46	8
cln2 rad14	45	-11	-7	-50	-12	20
mec2-1	31	9	-16	-16	-1	-10
yeast bub3	34	7	6	-4	8	-19
mlh1 rad18	23	-12	-2	-12	-36	12

#79 CCC[CH2][Sn]([CH2]CCC)([CH2]CCC)[CH2]CCNCCCN(C)C
#80 CN(CCC(N)CC(=O)NC1C=CC(n2ccc(N)nc2=O)OC1C(=O)O)C(=N)N (configuration not stated)
#81 [Cl][Pt][Cl].[NH-]NC(=O)c1ccncc1
#82 CCC(O)Cc1ccccc1 (configuration not stated)
compound no.	79	80	81	82
sgs1 mgt1	100*	91*	-4	-5
rad50	99*	92*	9	33
cln2 rad14	99*	90*	-17	12
mec2-1	100*	93*	6	-8
yeast bub3	99*	92*	2	-28
mlh1 rad18	99*	91*	-2	16

Single records, from the list above. Screens in order: sgs1 mgt1, rad50, cln2 rad14, mec2-1, yeast bub3, mlh1 rad18
CN(CCC(N)CC(=O)NC1C=CC(n2ccc(N)nc2=O)OC1C(=O)O)C(=N)N (configuration not stated) in the list: 91*, 92*, 90*, 93*, 92*, 91*
[Cl][Pt][Cl].[NH-]NC(=O)c1ccncc1 in the list: -4, 9, -17, 6, 2, -2
